# Salmonella PhoP GFP: Inhibition of PhoP regulon, Salmonella typhi GFP reporter cells, confirmation, 4 h (AID 1850); Salmonella Typhi PhoP-promoter GFP reporter, fluorescence, 4 h; higher % means a stronger effect; inhibition, % at 50 µM, or IC50 in µM where a hit was titrated; 310,000 tested, 0.33% active; in the data active = a potency from the dose series; inconclusive = inhibition mostly from about 25% at the one dose, without a potency; inactive = the rest, 99 in 100 with inhibition below about 19%;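 also: 0% = induced wells with vehicle and 100% = uninduced wells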
# M. tuberculosis: growth inhibition of non-replicating M. tuberculosis (AID 488890). Mycobacterium tuberculosis non-replicating, growth inhibition; higher % means a stronger effect. one-dose inhibition, % at 25 µM; IC50 in µM for titrated hits. 320,000 tested, 0.39% active; in the data active = a potency from the dose series; inconclusive = inhibition mostly from about 82% at the one dose, without a potency; inactive = the rest, 99 in 100 with inhibition below about 76%;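 also: plate controls were DMSO cells for no effect and high antibiotic wells for full effect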
# inhibitors of VEEV: inhibitors of VEEV TC-83 cytopathic effect, confirmation, Vero cells (AID 588727); inhibition, % at 20 µM, or IC50 in µM where a hit was titrated; 350,000 tested, 0.13% active; Vero cells, VEEV TC-83 cytopathic effect inhibition; higher % means a stronger effect; in the data active = a potency from the dose series; inconclusive = inhibition mostly from about 14% at the one dose, without a potency; inactive = the rest, 99 in 100 with inhibition below about 12%; also: strong numbers were not always called active
# influenza NS1A: NS1A inhibition, H1N1 influenza, cell based functional assay (AID 504329). one-dose inhibition, % at 12.5 µM; IC50 in µM for titrated hits. 340,000 tested, 0.3% active. NS1A functional cell-based assay, percent inhibition; higher % means a stronger effect; in the data active = a potency from the dose series; inconclusive = inhibition above about 27% without an active follow-up result; also: strong numbers were not always called active
# H37Rv inhibition: M. tuberculosis growth inhibition, HTS (AID 449762) | M. tuberculosis H37Rv growth inhibition, 7H9 media; higher % means a stronger effect | inhibition, % at 25 µM, or IC50 in µM where a hit was titrated | 330,000 tested, 0.59% active; in the data active = a potency from the dose series; inconclusive = inhibition above about 70% without an active follow-up result;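 also: bacterial growth assessed after seven days of incubation; strong numbers were not always called active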
# inhibitors of VEEV 10K pilot screen: also measured in inhibitors of VEEV; calls as there; inhibition, %; measured here: 10K pilot screen inhibition
# Numbers without * were called inactive; i = inactive; ? = inconclusive; / = not tested or not shown; & = joins results of further samples. Random draw from the library; any-hit rate near 1.6%.
SMILES,Salmonella PhoP GFP,M. tuberculosis,inhibitors of VEEV,influenza NS1A,H37Rv inhibition,others
COc1ccc(NC(=O)c2ccc(N3C(=O)C4CC=C(C)CC4C3=O)cc2)c(OC)c1 (stereo unspecified),8%,8%,0.8%,-6%,7%,
Cn1c(-c2cc(Cl)ccc2O)nc2c1c(=O)[nH]c(=O)n2Cc1ccccc1,-2%,-4%,9.6%,/,-3%,
CCCc1nn2c(N)c(/C=C3\C=Nc4ccccc43)c(=O)nc2s1,-9%&-8%,52%&61%,12%&1.6%,1%&4%,13%&-2%,
COc1ccc(OC)c(NC(=O)CSc2ncnc3sc(C)cc23)c1,/,/,i,-3%,/,
O=C(C1CCN(S(=O)(=O)N2CCC3(CC2)OCCO3)CC1)N1CCN(Cc2ccccc2)CC1,-2%&-13%,55%,0.9%,3%,2%,
CCCCOC(=O)c1cc(C)nc2ccc(Br)cc12,-16%,73%,3.8%,-8%,34%,
Nc1cccc(Nc2nc(OC(C(F)(F)F)C(F)(F)F)nc(OC(C(F)(F)F)C(F)(F)F)n2)c1,-7%,-4%,13%,0%,5%,
Cc1ccsc1C(=O)OCc1cc(=O)n2ccsc2n1,/,-1%,9.4%,-3%,-7%,
O=C(c1ccc2c(c1)ncn2C1CCCCCC1)N1CCC2(CC1)OCCO2,-9%,4%,0.2%,-3%,2%,
CCOc1ccc2nc(N(CCN(CC)CC)C(=O)c3cccc([N+](=O)[O-])c3)sc2c1,15%,-8%,0.6%,2%,-6%,
CCc1nc(SCC(=O)N2CCc3ccccc32)c2oc3ccccc3c2n1,/,/,0.2%,13%,/,
COc1ccc(C(CNC(=O)c2oc3ccc(F)cc3c2C)N2CCCCC2)cc1 (stereo unspecified),-5%,57%,i,2%,20%,
CCN(CC)S(=O)(=O)c1ccc(S(=O)(=O)Nc2c(C)nn(C)c2C)cc1,1%,4%,2.6%,-15%,-6%,
Cc1ccc(-c2nnc(N3CCC(C)CC3)c3ccccc23)cc1,5%,?,0.5%,8%,66%,
Cn1cc([N+](=O)[O-])c(C(=O)N/N=C/c2ccncc2)n1,12%,11%,1.6%,-10%,-6%,
COc1ccc(C(=O)COC(=O)c2ccc(OC)c(OC)c2)cc1OC,16%,4%,4.8%,21%,-5%,
Cc1ccc(S(=O)(=O)Nc2cccc(C(=O)NCCN3CCOCC3)c2)cc1F,/,1%,5.7%,13%,-6%,
Cc1ccc(S(=O)(=O)NCC(=O)NC2CC2)cc1,-12%,0%,3.2%,-9%,-4%,
CCOC(=O)N(Cc1ccccc1)C1CC1,/,/,1.1%,-18%,/,
O=C(c1cccc(F)c1)N1CCN(Cc2c[nH]c3ccccc23)CC1,2%,77%,i,-3%,3%,
Cc1nnc(SCc2ccccc2Cl)n1CC1CCCO1 (stereo unspecified),2%,-3%,2.4%,1%,-12%,
Cc1ccc2c(c1C)NC(=O)C2(O)CC(=O)c1ccc2c(c1)OCO2 (stereo unspecified),-5%,5%,0.6%,-7%,-4%,
Nc1nc(-c2ccccc2)nc2sc3c(c12)CCCC3,5%,60%,9.4%,0%,3%,
Cc1ccc(CN(C)C(=O)c2cc(COc3cccc(C(F)(F)F)c3)on2)o1,-6%,38%,4.6%,17%,20%,
O=C(NC(=S)NCCC1=CCCCC1)c1ccccc1Br,-7%,60%,0.9%,-8%,-2%,
# (further entries)
SMILES,Salmonella PhoP GFP,M. tuberculosis,inhibitors of VEEV,influenza NS1A,H37Rv inhibition,others
COC(=O)c1cn(-c2cccc(C)n2)cn1,5%,14%,0.9%,0%,2%,
Cc1csc(Sc2ccc([N+](=O)[O-])cc2C(=O)OCC(=O)NC(=O)NC(C)(C)C)n1,18%,9%,6.1%,12%,3%,
COC(=O)C1CSC(C(=O)OC)N1C(=O)CN1CC(C)OC(C)C1 (stereo unspecified),-2%,-8%,1.5%,-3%,-14%,
Cc1c(/C(O)=C2/C(=O)C(=O)N(CCN3CCOCC3)C2c2cccnc2)cnn1-c1ccccc1 (stereo unspecified),6%,15%,1.5%,-1%,-2%,
O=c1[nH]c(=S)n(Cc2ccc(F)cc2)c(O)c1/C=N/N1CCCCCC1,0%,30%,2.0%,18%,-1%,
O=C(NCCC1CCCCN1S(=O)(=O)c1cccs1)C(=O)Nc1cccc(F)c1 (stereo unspecified),1%,11%,1.7%,0%,2%,
CCOC(=O)C1=C2NC(=O)c3ccccc3N2C(=O)C1,0%,-22%,2.0%,-2%,-6%,
Cc1nc(-c2ccc(Cl)cc2)sc1C1(C)CC(c2cccc(F)c2)=NO1 (stereo unspecified),-2%,5%,2.6%,-2%,-7%,
Cc1ccccc1OCC(=O)Nc1cccc2nsnc12,-12%,10%,i,-31%,7%,
Cc1cccc(C(=O)OC(C)C(=O)Nc2ccc(S(=O)(=O)Nc3ncccn3)cc2)c1C (stereo unspecified),/,50%,2.1%,-7%,1%,
Cc1ccc(C)c(NS(=O)(=O)c2ccc3[nH]c(=O)oc3c2)c1,0%,23%,1.6%,-4%,9%,
COCCn1c(SCc2ccc(OC)c(F)c2)nnc1-c1ccncc1,-4%,4%,i,7%,-10%,
CCOC(=O)c1c(C)n(C)c2ccc(OC)c(NC(=O)CN3CCN(Cc4ccccc4)CC3)c12,-6%,27%,3.4%,3%,-7%,inhibitors of VEEV 10K pilot screen=2.6
COC(=O)C(=O)/C=C(\O)c1c(C)cc(C)cc1C,-2%,37%,1.9%,2%,-12%,
Cc1ccc(NC(=O)COC(=O)CN2C(=O)NC3(CCCC3)C2=O)cc1F,/,1%,i,-3%,-6%,
C=CCNC(=O)C1CCN(S(=O)(=O)c2ccccc2)CC1,-7%,0%,0.1%,-8%,-3%,
COc1ccc(CCNC(=O)C2CCC(=O)N(CCc3ccc(OC)cc3)C2)cc1 (stereo unspecified),6%,10%,0.5%,-4%,3%,
Cc1nn(-c2ccccc2)c(C)c1/C=N/n1c(-c2ccccc2Br)n[nH]c1=S,-8%,-17%,5.5%,7%,-7%,
CC1CCCCC1NC(=O)C1CCN(S(=O)(=O)N2CCOCC2)CC1 (stereo unspecified),-3%,0%,0.3%,-1%,-1%,
O=C(COC(=O)C1CCN(c2ccc(C(F)(F)F)cn2)CC1)c1ccc(F)cc1,10%,55%,2.4%,-1%,?,
CC(C)(C)c1ccc(C(=O)Nc2ccccc2C(=O)NCCN2CCOCC2)cc1,-2%,15%,0.8%,1%,?,
O=C(c1ccco1)N1CCN(Cc2cccc([N+](=O)[O-])c2)CC1,9%,-6%,0.5%,0%,-2%,
CC(C)(C)OC(=O)CN1C(=O)NC(Cc2c[nH]c3ccccc23)C1=O (stereo unspecified),-2%,2%,0.3%,18%,-2%,
Cc1cc(C)cc(NC(=O)C(NCC2CCCO2)c2ccccc2)c1 (stereo unspecified),-2%,-3%,i,2%,0%,
Nc1nc(Cl)cc(Oc2ccccc2F)n1,3%,0%,1.1%,-6%,0%,
# Next part.
SMILES,Salmonella PhoP GFP,M. tuberculosis,inhibitors of VEEV,influenza NS1A,H37Rv inhibition,others
COC(=O)[C@@H](NCc1ccc(B(O)O)cc1)C(C)C,/,/,0.0%,-5%,/,
C=CCN(CC=C)S(=O)(=O)c1ncn[nH]1,3%,-1%,1.4%,-4%,2%,
COc1cccc(/C=N/NC(=O)c2c(C)nc3ccc(Cl)cn23)c1OC,-2%,-10%,i,-19%,-5%,
COc1cccc(/C=N/n2c(COc3ccccc3)n[nH]c2=S)c1O,6%,4%,0.6%,-10%,-3%,
NC(=O)CSc1nnc(-c2cccs2)n1-c1ccccc1,5%,-6%,0.5%,7%,10%,
N#Cc1c(NC(=O)CSc2nc(N)cc(=O)[nH]2)sc2c1CCCC2,-7%,1%,1.0%,5%,3%,
COc1ccc(CCNC(=O)C/C(C)=N/NC(=O)c2ccc(Cl)cc2Cl)cc1OC,8%,-11%,3.7%,2%,2%,
C/C(=N\NC(=O)c1c[nH]c2ccccc12)c1ccco1,-14%,8%,i,-12%,20%,
CSc1cccc(NC(=O)c2ccc(CN3CCc4ccccc4C3)cc2)c1,8%,44%,0.6%,2%,11%,
CCOC(=O)c1c(C)[nH]c(C)c1C(=O)CSc1nc2ccccc2c(=O)n1-c1ccc(CC)cc1,-5%,16%,9.2%,-3%,-4%,
Cc1cc(=O)oc2cc(OCCc3ccccc3)ccc12,5%,25%,27%,2%,0%,
CC(=O)Nc1ccc(NC(=O)C(C)OC(=O)C2CC3C=CC2C3)cc1 (stereo unspecified),-10%,-2%,1.4%,4%,1%,
Cc1ccc(CNC(=O)CCC2CCCN(Cc3c(C)nn(C(C)C)c3C)C2)o1 (stereo unspecified),-4%,-12%,i,7%,2%,
CCOC(=O)N1CCN(C(=O)c2ccc(C)c(S(=O)(=O)Nc3cccc(C)c3C)c2)CC1,10%,26%,9.8%,2%,-1%,
COc1ccccc1N(C)S(=O)(=O)c1ccc(C(=O)NC2CCCCCC2)cc1,-4%,29%,0.9%,-7%,-6%,
C=CCOc1c2ccc(C(=O)NCCc3ccc(C)cc3)cc2nn1C,13%,7%,i,-13%,4%,inhibitors of VEEV 10K pilot screen=0.8
O=C(Cc1ccc(Br)cc1)NC1CCCc2ccccc21 (stereo unspecified),14%,25%,3.3%,6%,5%,
CCCCC(CCCC)=N/N=C/c1c(O)n(CC)c2cc(C3=NNC(=O)CC3)ccc12,-2%,3%,1.5%,-4%,6%,
CC(=O)Nc1nc(-c2ccc(Cl)cc2)nc(C)c1C(C)=O,-12%,17%,2.4%,-22%,-2%,
CN(C)S(=O)(=O)n1cc(/C=C(\NC(=O)c2ccccc2F)C(=O)NCCCN2CCOCC2)c2ccccc21,1%,13%,8.0%,2%,5%,
Cc1ccnc(NS(=O)(=O)c2ccc(NS(=O)(=O)c3ccccc3)cc2)n1,-2%,-10%,i,-3%,-8%,
O=S(=O)(c1cccc2nsnc12)N1CCCC1,0%,0%,i,-10%,-3%,
Cn1c(N)c(C(=O)COC(=O)CNC(=O)c2ccccc2F)c(=O)n(C)c1=O,/,6%,1.6%,3%,-4%,
COc1cc2c(cc1OC)CN(C(=O)c1cccc([N+](=O)[O-])c1)CC2,11%,0%,0.8%,-2%,3%,
COc1ccc(Br)cc1S(=O)(=O)Nc1ccc(Cl)cn1,-6%,-13%,i,-2%,0%,

# 5 structures from above, arranged by molar mass, rising.
SMILES,Salmonella PhoP GFP,M. tuberculosis,inhibitors of VEEV,influenza NS1A,H37Rv inhibition,others
COc1cc2c(cc1OC)CN(C(=O)c1cccc([N+](=O)[O-])c1)CC2,11%,0%,0.8%,-2%,3%,
N#Cc1c(NC(=O)CSc2nc(N)cc(=O)[nH]2)sc2c1CCCC2,-7%,1%,1.0%,5%,3%,
COc1cccc(/C=N/NC(=O)c2c(C)nc3ccc(Cl)cn23)c1OC,-2%,-10%,i,-19%,-5%,
Cc1ccnc(NS(=O)(=O)c2ccc(NS(=O)(=O)c3ccccc3)cc2)n1,-2%,-10%,i,-3%,-8%,
CCCCC(CCCC)=N/N=C/c1c(O)n(CC)c2cc(C3=NNC(=O)CC3)ccc12,-2%,3%,1.5%,-4%,6%,

# (more compounds)
SMILES,Salmonella PhoP GFP,M. tuberculosis,inhibitors of VEEV,influenza NS1A,H37Rv inhibition,others
COc1ccccc1-c1cn(-c2ccccc2)c(=S)[nH]1,10%,-3%,i,3%,-2%,
CCOC(=O)c1cn(-c2ccccc2CO)c2c(F)c(F)c(F)cc2c1=O,-2%,11%,6.0%,8%,1%,
Nc1nc(Cl)cc(=O)n1Cc1ccc(Cl)cc1,5%,-5%,0.2%,0%,-1%,
CCOc1ccc(C2Oc3nc(SC)nnc3-c3ccccc3N2C(C)=O)cc1OC (stereo unspecified),-7%,-1%,1.0%,-1%,-6%,
O=C(COC(=O)COc1ccc(Nc2ccccc2)cc1)NCc1ccco1,8%,i,2.5%,3%,?,
Cc1cc2[nH]c(=O)c(=O)[nH]c2cc1S(=O)(=O)Nc1cccc(F)c1,2%,1%,0.8%,1%,7%,
C=CCn1c(=S)[nH]c2sccc2c1=O,-3%,8%,0.2%,-2%,0%,
COc1cc2c(cc1OC)C(=S)NC(C)(C)C2,-6%,-9%,i,-5%,-5%,
C=CCNc1sc(C(=O)c2ccc(C)cc2)c(N)c1C#N,-3%,7%,2.9%,5%,-1%,
CCCOc1ccc(-c2nc(OC)c3ccccc3n2)cc1,1%,3%,i,-3%,?,
N#CCC(=O)N/N=C/c1cc(Br)ccc1OCc1cccc2ccccc12,-4%,-5%,0.5%,1%,3%,
Cn1nc([N+](=O)[O-])nc1Sc1nnnn1-c1cccc(C(=O)O)c1,-2%,2%,i,11%,-9%,
CC(C)Sc1nnc(SCC(=O)NCCCN2CCCC2=O)s1,/,?,3.0%,-9%,-10%,

# Screening results deposited in PubChem by Southern Research Specialized Biocontainment Screening Center.
